Source: PubChem (National Center for Advancing Translational Sciences (NCATS))
12-LOX inh: Primary qHTS assay for inhibitors of human arachidonate 12S-lipoxygenase (ALOX12): Round 2; Polyunsaturated fatty acid lipoxygenase ALOX12 (Homo sapiens), P18054; purified 12hLO, xylenol orange hydroperoxide absorbance; Potency, µM (top dose mostly 108 µM), inactives show at the top dose activity change, negative = inhibition, usual class: inhibitors; actives 1.1% (n = 580,000); AID 1671190, 2021; active means well fitted inhibition curve with a large enough effect; inconclusive means small, poorly fitted or top-dose-only effect, or another doubt; inactive means no such curve, though single readings can be large or run the other way
Target sequence (P18054 whole entry, looked up): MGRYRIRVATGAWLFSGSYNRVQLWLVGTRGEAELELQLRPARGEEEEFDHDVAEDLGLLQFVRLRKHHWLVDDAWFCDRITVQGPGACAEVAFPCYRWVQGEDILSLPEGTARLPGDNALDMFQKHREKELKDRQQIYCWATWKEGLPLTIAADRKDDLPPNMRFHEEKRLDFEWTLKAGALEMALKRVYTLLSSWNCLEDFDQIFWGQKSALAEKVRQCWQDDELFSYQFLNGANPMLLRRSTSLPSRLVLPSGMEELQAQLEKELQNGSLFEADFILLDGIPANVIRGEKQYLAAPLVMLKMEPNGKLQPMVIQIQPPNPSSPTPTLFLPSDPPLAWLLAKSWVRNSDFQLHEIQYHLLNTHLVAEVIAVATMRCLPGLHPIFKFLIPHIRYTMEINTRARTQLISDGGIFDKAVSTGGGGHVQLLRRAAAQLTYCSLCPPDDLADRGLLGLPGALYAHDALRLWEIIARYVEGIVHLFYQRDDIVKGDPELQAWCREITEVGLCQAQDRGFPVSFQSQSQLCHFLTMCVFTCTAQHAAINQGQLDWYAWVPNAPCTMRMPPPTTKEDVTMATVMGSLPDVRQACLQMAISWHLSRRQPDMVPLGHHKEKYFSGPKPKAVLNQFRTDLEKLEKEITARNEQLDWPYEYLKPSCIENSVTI
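Purified human 12hLO (150 nM final) in 25 mM Hepes, 0.01% Triton X-100, pH 7.0 was preincubated 15 min at room temperature with compound. Then 40 uM arachidonic acid was added, 30 min. Hydroperoxide was read by Fe-XO absorbance ratio 573/405 nm.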
An asterisk follows results filed as active; u = inconclusive; [ ] = another dose, or the depositor's remark. On the % scale 0 is the no-effect control and ±100 the full control effect; potency means the concentration at half of the fitted maximal effect. The list is partial, so the mix of outcomes need not match the whole.

item | Compound | 12-LOX inh
1 | CN1c2cccnc2CN(Cc2ccc(C(F)(F)F)cc2)CC[C@H]1CO | 50%[activator][176 µM]
2 | Cn1cc(CN2CC[C@H](c3nnc(-c4cccnc4)o3)C2)c2ccccc21 | 42%[activator][176 µM]
3 | CN(NC(=O)C(=O)NCc1ccco1)C(=O)Nc1ccc(Cl)cc1 | 0%
4 | CN1C(=O)CCC2(CNC(=O)NC3CCCC3)CCC=C12 (stereo not given) | 4%
5 | CC(C)n1c(SCc2nc3ccccc3c(=O)[nH]2)nnc1-c1ccco1 | u
6 | CCOC(=O)c1cccc(NC(=O)c2ccc3c(c2)N(C)C2CCCCCN2C3=O)c1 (stereo not given) | 12%
7 | CC(=O)Nc1cccc(-c2ccnc3c2CC(C)(C(=O)Nc2ccc(C(C)C)cc2)O3)c1 (stereo not given) | -22%
8 | COCC(=O)N1CCN(c2oc(-c3ccccc3C)nc2S(=O)(=O)c2ccc(C)cc2)CC1 | u
9 | COCCn1c(=O)c2c(n1Cc1ccccc1)CN(Cc1ccccn1)CC2 | 55%[activator][176 µM]
10 | CC(C)(C)C(=O)N1N=C(c2ccc3c(c2)OCO3)CC1c1ccc2nccnc2c1 (stereo not given) | -17%
11 | Cc1cccc(C(=O)N2CCCC(CO)CCNC(=O)CC2)c1 (stereo not given) | 33%
12 | COc1cc(=O)n(-c2ccc(C)cc2)nc1C(=O)NCc1ccc(C)cc1 | u
13 | CN(CCO)C[C@@H]1CN(C(=O)CCc2nc3ccc(F)cc3[nH]2)C[C@@H]1CO | -1%
14 | O=c1ncn(CC2CC2)c2ccc(-c3ccc4c(c3)OCO4)nc12 | 15%[176 µM]
15 | Cc1c(NCc2nc(-c3cccs3)no2)cccc1-n1cnnn1 | u
16 | O=C(CCC1CCCC1)NCC(=O)N1CCCCCCNC(=O)CC1c1ccccc1 (stereo not given) | 24%
17 | N=C(N)COc1cc(Cl)ccc1Cl | -3%
18 | Cc1cnccc1CN(C)Cc1cc2n(n1)CCNC2 | u
19 | O=C(COc1ccc(-c2nnc3n2CCCC3)cc1)NCc1ccccc1Br | 31%[activator]
20 | CCOC(=O)C1CCCN(C(=O)c2ccc3c(c2)[nH]c(=O)c(=O)n3CC)C1 (stereo not given) | 2%
21 | CC(CNC(=O)NCc1cccs1)N1CCOCC1 (stereo not given) | 0%
22 | O=C(CCC1CCCN(S(=O)(=O)c2ccccc2)C1)N1CCc2ccccc2C1 (stereo not given) | 21%
23 | Cc1cccc(OCCN)c1C | 0%
24 | COc1cc(=O)n2c(c1C(=O)NCc1ccc(F)cc1Cl)CCCC2 | 5%
25 | COc1ncccc1C(=O)N1CCCC(c2nnc(Cn3ccnc3)n2C)C1 (stereo not given) | 13%
26 | COCCn1cnc2c1c(=O)n(Cc1ccccc1)c(=O)n2CC(C)C | -1%
27 | Cn1cc(-c2csc(C(O)c3ccc(F)cc3)n2)cn1 (stereo not given) | -12%
28 | Cc1ccc(C23CC4CC(CC(C(=O)Nc5ccc(F)cc5)(C4)C2)C3)cc1 | -17%
29 | COc1ccc(NC(=O)[C@@H]2Cc3ccccc3CN2C(=O)OC(C)(C)C)cc1 | 4%
30 | O=C(c1ccccc1-c1nn[nH]n1)N1CCN(CCN2CCOCC2)CC1 | 9%
31 | CCN1CCCCC12Cc1ccccc1CN(C(=O)C(C)C)C2 (stereo not given) | 9%[6.33 µM]
32 | O=c1c2ccccc2c2ccccc2c(=O)n1Nc1ccccc1 | u
33 | CN(Cc1cccnc1)c1nc2c(c(=O)[nH]1)CCN(Cc1cccc(C#N)c1)CC2 | 54%[activator]
34 | COc1ccc([C@H]2C[C@@H](O)[C@@H](O)[C@@H]2NCc2ccc(Cl)cc2)cc1 | u
35 | CCc1ccc(C(=O)N2CCC3(CC2)N=C(c2ccc(C)cc2)NO3)cc1 | 10%
36 | COc1cccc(-c2ccccc2C2=CC(=O)CC(C)(C)C2=O)c1 | -29%
37 | Cc1ccccc1-c1nccc2c(=O)cc(-c3cccnc3)oc12 | u
38 | C#CCNC(=O)C1CCc2nnc(C3CCN(C(=O)c4ccc(Cl)cc4Cl)CC3)n21 (stereo not given) | 9%[6.33 µM]
39 | CC(C)NC(=O)Cc1ccc(-n2c(=O)c3ccccc3n(Cc3cccc(Cl)c3)c2=O)cc1 | 0%
40 | CC(C)(C)NC(=O)c1cc(F)ccc1I | -22%
41 | CCOc1ccc(CNc2nc(NCc3ccc(OCC)cc3)n(C(=O)CC(C)C)n2)cc1 | u
42 | O=C(CN1C(=O)C(c2ccccc2)=NC12CCCC2)Nc1ccc(C(F)(F)F)cc1 | u
43 | COc1ccc(C(=O)N2CCC(n3cc(C(C)(C)C)nn3)CC2)c(OC)n1 | 0%
44 | O=C(c1ncccn1)N1CCNc2cnc(Nc3ccc(-n4ccnc4)cc3)nc2C1 | 26%[176 µM]
45 | COC(=O)C(CC(C)C)NC(=O)C(Cc1ccccc1)NC(=O)OC(C)(C)C (stereo not given) | 27%
46 | O=C(NCc1csc(Cc2ccccc2)n1)C1NCCc2[nH]cnc21 (stereo not given) | 66%[activator]
47 | CCOc1ccccc1Oc1c(C(F)(F)F)oc2cc(OC(=O)c3ccccc3F)ccc2c1=O | u
48 | O=C(NCCC1CCN(C(=O)Nc2cc(F)cc(F)c2)CC1)c1cccs1 | 15%
49 | O=C(NCc1cccnc1)C1CCC1 | -4%
50 | COc1cc(C(=O)NN=Cc2ccc(N(C)C)cc2)cc(OC)c1OC | 2%
51 | CC(C)(C)C(=O)OCc1ccc(C2=CC(=O)CC(C)(C)C2=O)cc1 | -10%
52 | CC(C)(C)C(=O)Nc1ccc(-c2nc3ccccc3o2)cc1 | 7%
53 | CC(C)C(=O)N1Cc2ccccc2CC2(CCCN(Cc3ccccc3)C2)C1 (stereo not given) | 6%[6.33 µM]
54 | COc1cccc(CN2C[C@@H](COCC3CC3)[C@H](c3ccncc3)C2)n1 | 55%[activator]
55 | O=C(C1CCCC1)N1CCC(Oc2cnc3c(ccn3-c3cncnc3)c2)CC1 | 19%[176 µM]
56 | Cc1ccc(F)c(S(=O)(=O)NC(=O)C2(C)CCN2C(=O)c2ccco2)c1 (stereo not given) | u
57 | COc1cc(Nc2ncc(F)c(Nc3ccc4c(n3)NC(=O)C(C)(C)O4)n2)cc(OC)c1OC | u
58 | O=C(NCCc1ccc(O)cc1)c1[nH]c(C(F)(F)F)nc1-c1ccccc1 | u
59 | CCOC(=O)c1cccc(NS(=O)(=O)c2cc(-c3nn(C)c(=O)c4c3CCCC4)ccc2C)c1 | 11%
60 | CNC(C)c1ccc(Oc2ccccc2)cc1 (stereo not given) | u

5 compounds picked at random from those above, as already listed:
item | Compound | 12-LOX inh
46 | O=C(NCc1csc(Cc2ccccc2)n1)C1NCCc2[nH]cnc21 (stereo not given) | 66%[activator]
36 | COc1cccc(-c2ccccc2C2=CC(=O)CC(C)(C)C2=O)c1 | -29%
53 | CC(C)C(=O)N1Cc2ccccc2CC2(CCCN(Cc3ccccc3)C2)C1 (stereo not given) | 6%[6.33 µM]
37 | Cc1ccccc1-c1nccc2c(=O)cc(-c3cccnc3)oc12 | u
56 | Cc1ccc(F)c(S(=O)(=O)NC(=O)C2(C)CCN2C(=O)c2ccco2)c1 (stereo not given) | u

(cont.)
item | Compound | 12-LOX inh
61 | O=S1(=O)c2ccc(Br)cc2OC[C@H](Cc2ccccc2)N1Cc1cn(CCC2OCCCO2)nn1 | 12%
62 | O=c1c(N2CCN(Cc3ccccc3)CC2)csc2ccc(F)cc12 | -30%
63 | COc1cccc(-c2nc(N3CCCCCC3)c3ccccc3n2)c1O | u
64 | COc1cccc(C(=O)NC2CCN(c3cc(-c4ccccc4)[nH]n3)CC2)c1OC | 51%[activator]
65 | FC(F)(F)c1ccccc1Cc1c(-c2ccccc2)nc2ccc(Br)cn12 | u
66 | CCN(CC)S(=O)(=O)c1ccc(OC(C)C)c(NC(=O)c2ccc3c(c2)NC(=O)C(C)S3)c1 (stereo not given) | -28%
67 | Cc1cc(Cl)ccc1NC(=O)c1nn(CC(C)C)c(=O)c2ccccc12 | -21%
68 | Cc1nn(C)c2sc(C(=O)N3CCN(S(=O)(=O)c4ccc(F)cc4)CC3)cc12 | -15%
69 | Cc1nncn1C1CCN(S(=O)(=O)c2ccccc2Cl)CC1 | 2%
70 | COc1ccc(CN2CCc3nc(N(C)C)[nH]c(=O)c3CC2)cc1CN1CCOCC1 | 17%
71 | CCc1ccc(C(=O)COC(=O)c2cccc(Cl)c2Cl)cc1 | u
72 | CCCCNC(=O)C(NC(=O)c1ccccc1)C(=O)c1ccccc1 (stereo not given) | -10%
73 | CCc1nc(N2CCN(C(=O)CN3CCN(C)CC3)CC2)c(C#N)c2c1COC(C)(C)C2 | 25%
74 | COCc1cccc(C(=O)NCCC(C)C)c1 | u
75 | CCOc1ccc(Br)cc1C1N2CC3(CC)CN1CC(CC)(C2)C3=O (stereo not given) | 23%
76 | O=C(c1ccccc1)N1Cc2ccccc2CC2(CCCCN2CC2CCNC2)C1 (stereo not given) | u
77 | CCNCc1ccc(-c2ccccc2Cl)o1 | -13%
78 | Cc1ccc2oc(-c3cccc(NC(=O)c4cccs4)c3C)nc2c1 | u
79 | CCC(=O)N(C1CCOCC1)C1CCN(C(=O)c2ccncc2)CC1 | 55%[activator]
80 | CCn1c(=O)n(CCC(=O)NC2(c3noc(C)n3)CCCCC2)c2ccccc21 | -1%
81 | O=C(c1cccc(F)c1)N1CCN2C(=O)N(Cc3ccccc3)C(=O)[C@H]2C1 | -9%[176 µM]
82 | CCN(CC)C(=O)C1=C(C)N(Cc2ccc(F)cc2)C(=O)C(CC(=O)NCc2ccco2)C1 (stereo not given) | -17%
83 | CN(CCOC(=O)c1cccs1)Cc1ccccc1 | u
84 | CCN1c2cc(C(=O)Nc3ccc(SC)cc3)ccc2C(=O)N2CCCCC21 (stereo not given) | -3%
85 | OC1CCOC2(CCN(Cc3ccc(OC(F)(F)F)cc3)CC2)C1 (stereo not given) | 8%
86 | O=C(Nc1ccc2c(c1)OCCO2)C1c2ccccc2OCC(=O)N1Cc1ccccc1 (stereo not given) | -12%
87 | O/N=C/c1ccc(-n2ccnc2)cc1 | 1%
88 | CCCC(=O)Nc1ccccc1C(=O)OC/C(=N/O)c1ccc(OC)cc1 | -3%
89 | Cc1noc(C)c1[S+](=O)([O-])N1CCC(N2CCC[S+]2(=O)[O-])CC1 | 9%[6.33 µM]
90 | Cc1cc(F)ccc1S(=O)(=O)N(Cc1cnn(C)c1)C(C)C | 73%

6 entries out of the list above, ordered by the value under 12-LOX inh, descending.
#	structure	12-LOX inh
75	CCOc1ccc(Br)cc1C1N2CC3(CC)CN1CC(CC)(C2)C3=O (stereo not given)	23%
61	O=S1(=O)c2ccc(Br)cc2OC[C@H](Cc2ccccc2)N1Cc1cn(CCC2OCCCO2)nn1	12%
87	O/N=C/c1ccc(-n2ccnc2)cc1	1%
77	CCNCc1ccc(-c2ccccc2Cl)o1	-13%
68	Cc1nn(C)c2sc(C(=O)N3CCN(S(=O)(=O)c4ccc(F)cc4)CC3)cc12	-15%
82	CCN(CC)C(=O)C1=C(C)N(Cc2ccc(F)cc2)C(=O)C(CC(=O)NCc2ccco2)C1 (stereo not given)	-17%

(more compounds)
item | Compound | 12-LOX inh
91 | O=C(c1cc(Cl)ccc1F)N1CCCN(c2cc(-c3ccccc3)[nH]n2)CC1 | 78%[activator]
92 | O=C(NCC1CCNCC1)c1ccc(C2CCNC2)cc1 (stereo not given) | u
93 | CC(=O)N1CCC2(CC1)Oc1ccc(Br)cc1C1CC(c3ccccn3)=NN12 (stereo not given) | u
94 | O=C(CN1CCN(c2ccccc2F)CC1)Nc1ncc2c(n1)CCCC2=O | -40%
95 | NC1CCCCN(C(=O)c2csc(Cc3ccccc3)n2)C1 (stereo not given) | 16%
96 | N#C/C(=C/c1ccc(N(c2ccccc2)c2ccccc2)cc1)C(=O)Nc1cccc(C(F)(F)F)c1 | u
97 | O=C(NC(C1CC1)C1CC1)c1cc2ccccc2oc1=O | -5%
98 | Cc1ccccc1NC(=O)Cn1c(C)cc2nc3n(c(=O)c21)CCCCC3 | 3%
99 | O=Cc1ccc(Sc2ccccc2)cc1 | -15%
100 | Cc1nc([C@H]2CCN(Cc3cccc(C#N)c3)C[C@H]2NC(=O)C2CC2)n[nH]1 | 13%
101 | CCOC(=O)COc1ccc2cc(-c3ccc(OC)c(OC)c3)c(=O)oc2c1 | 15%
102 | Clc1cccc(-c2nc3c4ccccc4ccn3c2Cc2ccsc2)c1 | -1%
103 | COc1ccccc1-c1nc(C(=O)NCc2cccnc2)n2ccncc12 | 30%[activator]
104 | Cc1noc(C)c1CO[C@@H]1CCOC[C@H]1NC(=O)c1ccc2c(c1)CCCO2 | 52%[activator]
105 | CC(C)c1ccc(NC(=S)NNC(=O)C(N)=O)cc1 | u
106 | CCOC(=O)CCNC(=O)N1CCCOCCNC(=O)[C@@H]2CCC[C@@H]21 | 50%[activator]
107 | CC(NC(=O)CSc1nc(CN2CCOCC2)nc2ccccc12)c1ccccc1 (stereo not given) | -16%
108 | FC(F)(F)c1ccc2c(c1)nc1n2[C@@H](CNCc2ccccc2)COC1 | 57%[activator][176 µM]
109 | Cc1cc(C(C)(C)C)cc(C)c1S(=O)(=O)N1CCN(C(C)c2nc3ccccc3c(=O)[nH]2)CC1 (stereo not given) | -13%
110 | COc1ccc(NC(=O)CCc2cc3cc(C)ccc3[nH]c2=O)c(OC)c1 | 14%
111 | Cc1ccc(CN2C[C@H]3CN(Cc4cccc(OC(F)(F)F)c4)CCN3C2=O)cc1 | -13%[176 µM]
112 | CCCC(=O)NC1CCN(Cc2nnnn2-c2ccccc2)CC1 | -45%
113 | COc1ccc(-c2cc(C[C@@H]3CC[C@H](O)[C@@H](CNCc4ccccc4OC)O3)no2)cc1 | u
114 | COc1ccc(Nc2nc(N3CCCC3)c3cnn(C)c3n2)c(OC)c1 | u
